# Source: PubChem
# N370S GC = inhibits or activates N370S mutant glucocerebrosidase; P04062; N370S GC spleen homogenate, 4MU-glucoside fluorescence; Potency, µM (titrated, usually from 59.4 µM), inactives show at the top dose activity change, negative = inhibition, hits mostly inhibitors; 330,000 compounds, 0.092% hits; AID 2101;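 also: 0% = full enzyme activity and -100% = no enzyme basal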
# TDP1 block = blocks human tyrosyl-DNA phosphodiesterase 1; 350,000 compounds, 0.28% hits; recombinant TDP1, AlphaScreen DNA substrate cleavage; Q9NUW8; Potency, µM (titrated, usually from 130 µM), for inactives: at the highest dose activity change, negative = inhibition, actives largely listed as inhibitors; also: nearly all actives have a fitted effect of over 40% in size
# Target sequence (Q9NUW8 whole entry, looked up): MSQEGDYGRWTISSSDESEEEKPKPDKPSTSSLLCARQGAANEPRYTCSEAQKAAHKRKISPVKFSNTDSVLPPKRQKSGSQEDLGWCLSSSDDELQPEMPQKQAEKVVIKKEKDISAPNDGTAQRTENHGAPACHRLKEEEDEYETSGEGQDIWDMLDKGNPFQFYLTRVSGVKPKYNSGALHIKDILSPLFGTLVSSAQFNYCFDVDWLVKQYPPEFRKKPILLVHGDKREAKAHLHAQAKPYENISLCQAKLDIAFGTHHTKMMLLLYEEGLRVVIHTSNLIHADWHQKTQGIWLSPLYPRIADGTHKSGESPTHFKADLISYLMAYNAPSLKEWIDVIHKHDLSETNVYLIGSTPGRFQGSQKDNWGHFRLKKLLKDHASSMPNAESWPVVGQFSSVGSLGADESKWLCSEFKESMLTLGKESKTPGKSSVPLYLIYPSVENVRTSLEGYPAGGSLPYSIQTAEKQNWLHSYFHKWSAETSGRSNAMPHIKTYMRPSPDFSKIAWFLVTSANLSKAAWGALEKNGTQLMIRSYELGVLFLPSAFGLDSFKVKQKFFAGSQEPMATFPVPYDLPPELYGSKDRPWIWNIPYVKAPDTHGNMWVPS
#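 Recombinant human Tdp1 (E. coli-expressed, 1 nM final) preincubated with compounds 15 min at room temperature, then 5'-biotin/3'-phosphotyrosine-FITC DNA substrate (15 nM final) added for 5 min. AlphaScreen beads (10 ug/ml final) added 10 min; cleavage lowers signal.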
# DT40 TDP1 no CPT = qHTS for Inhibitors of human tyrosyl-DNA phosphodiesterase 1 (TDP1): qHTS in cells in absence of CPT | DT40 Tdp1-/- hTDP1 cells, no CPT, ATP luminescence, 48 h | Potency, µM (doses to about 46.2 µM), inactives show top-dose activity change, negative = growth inhibition, usual class: inhibitors | 420,000 compounds, 15% hits | AID 686978, 2013; also: nearly all actives have a fitted effect of over 55% in size
#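 DT40 Tdp1-/-;hTDP1 cells, no CPT (DMSO vehicle only), 400 cells/well; compounds pin-transferred; ≥48 hr, 37 °C; CellTiter-Glo 30 min RT dark, luminescence read.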
# An asterisk follows results filed as active; ? = inconclusive; / = no result given; & = joins results of further samples; [ ] = remark or other dose. Calls follow the shape of the dose curve; as a rule, active = well fitted curve in the direction sought with a large enough effect; inconclusive = small, poorly fitted or top-dose-only effect, or another doubt; inactive = no such curve, though single readings can be large; an effect the other way counts as inactive or inconclusive. Unless noted, % is scaled to controls: 0 for no effect and ±100 for the full control effect; potency is read from the fitted curve at half-maximal effect.
SMILES,N370S GC,TDP1 block,DT40 TDP1 no CPT
COc1ccc(CCCc2nnc(SCC(=O)NN)o2)c(C)c1,-17%,/,?
CCOC(=O)c1cc(NC(=O)c2ccccc2)c(=O)oc1C(F)(F)F,8%,-3%,-5%
Cn1c(NN)nc2sc3c(c2c1=O)CCC3,13%,8%,29µM*
CCSc1sccc1C1C(C#N)=C(N)N(c2cccnc2)C2=C1C(=O)CCC2 (stereo not drawn),5%,6%,?
Cc1ccc(CSc2nnc(-n3c(=O)c(C#N)cc4c(=O)n5cccc(C)c5nc43)s2)cc1,/,-5%,14%
CCOc1ccc(NC(=O)c2cc(S(=O)(=O)N3CCOCC3)cs2)cc1,-4%,1%[56.1 µM],0%
CC(=O)Nc1ccc(C(=O)OCc2ccc(Cl)cc2)cc1,1%,-4%,-19%
CCOc1ncccc1C(=O)OCC(=O)Nc1cc(S(=O)(=O)N2CCOCC2)ccc1C,12%,5%,-13%
CCOC(=O)c1sc2nc(C)nc(NCc3ccc(F)cc3)c2c1C,3%,/,26µM*
COc1ccc(CCNC(=O)Nc2cccc([N+](=O)[O-])c2)cc1,-1%,-3%,?
CCOCCCNc1ncnc2c1nc1n2CCCC1,-7%,/,1%
O=C(CCc1ccc(S(=O)(=O)N2CCOCC2)cc1)Oc1ccccc1,-7%,-1%,-16%
CCOC(=O)C1CCN(c2c(NC3CCCc4ccccc43)c(=O)c2=O)CC1 (stereo not drawn),-5%,0%,-21%
O=C1/C(=C/c2ccccc2)N=C(N2CCOCC2)N1c1cccc(Cl)c1,8%,5%,?
COc1ccc(-c2c(N)nnc3c2[nH]c2ccccc23)cc1OC,11%,3%,21µM*
COc1cc(OC)c(C2C(C(=O)N3CCOCC3)=C(C)NC3=C2C(=O)CC(C)(C)C3)cc1OC (stereo not drawn),-1%,5%,6%
Cc1ccc(S(=O)(=O)N2CCC(C)CC2)c([N+](=O)[O-])c1,-2%,0%,-21%
CCc1ccc(NC(=O)c2cccc(NC3=NC4CS(=O)(=O)CC4S3)c2)cc1 (stereo not drawn),-4%,/,17%
CC(=O)Nc1ccc(NC(=O)C2CC(=O)Nc3ncnn32)cc1 (stereo not drawn),-2%,/,3%
O=C(CNC(=O)c1ccc(C(F)(F)F)cc1)NC1CC1,/,2%,-32%
O=C(CCNC(=O)c1ccccc1Cl)NCC1COc2ccccc2O1 (stereo not drawn),?,0%,-18%
CC1(C)OC(C(O)(c2ccccc2)c2ccccc2)C(C(O)(c2ccccc2)c2ccccc2)O1 (stereo not drawn),-1%[12.8 µM],-8%[21 µM],/
CN(C)Cc1c(C(=O)N/N=C/c2ccoc2)nnn1-c1nonc1N,-5%,5%,-1%
C=CCn1cc(-c2ccccc2)cc(C#N)c1=O,29%,6%,1%
O=C(CCC(=O)N1CCOCC1)NCCc1ccc(Cl)cc1Cl,0%,3%[56.1 µM],?
CCCC1(C(=O)OC)C=C2C(=C(C(C)C)C(=O)C2C)CN1 (stereo not drawn),-21%,7%,/
COC(=O)c1ccc(NC(=O)c2ccccc2NS(C)(=O)=O)cc1,5%,6%,?
Cc1ccc(OCC(=O)c2c[nH]c3ccccc23)c([N+](=O)[O-])n1,3%,3%,4%
COc1ccc(-c2ccc(CCC(=O)O)n2CC(=O)Nc2cccc(Cl)c2C)cc1,/,9%,-22%
COC(=O)C1=CO[C@@H](O[C@@H]2O[C@H](CO)[C@@H](O)[C@H](O)[C@H]2O)C2C(CO)=CCC12 (stereo partly drawn),-1%,0%&13%,7%
COc1ccc(-n2nc(C(=O)N3CCN(c4ccc(F)cc4)CC3)c3ccccc3c2=O)c(OC)c1,5%,-7%,?
CC(C)Cn1c(-c2cc(Br)ccc2F)nc2c1c(=O)[nH]c(=O)n2CC(C)C,?,4%,?
Cc1ccc(NC(=S)N(CCC(C)C)C(C)c2ccncc2)c(Cl)c1 (stereo not drawn),13%,0%,?
Cc1cc(C)c(S(=O)(=O)N2C=CC(C(F)(F)F)=NCC2)c(C)c1,/,-2%,-30%
O=C(CSc1nc(=O)[nH]c2c1CCCC2)NCc1ccccc1Cl,/,8%,8%
O=S(=O)(Nc1nc2ccccc2s1)c1ccc(Cl)s1,13%,3%,-27%
COc1ccc(NS(=O)(=O)c2cc(NC(=O)Cn3cnc4c3c(=O)n(C)c(=O)n4C)ccc2C)cc1,1%,3%,?
COc1ccc2[nH]c(C)c(CCNC(=S)Nc3cc(C)ccc3C)c2c1,2%,7%,9.2µM*
O=C(Cc1cccc2ccccc12)N/N=C/c1ccc2cccc(O)c2n1,-3%,8%,15µM*
Cc1ccc(Oc2nc3ccccc3n3c(C)nnc23)c(C)c1,11%,2%,-17%
Cc1cc(C)c(NC(=O)COCc2cc(-c3cccs3)on2)c(C)c1,/,-1%,?
CC(NC(=O)C1CCC1)c1ccc(Cl)cc1 (stereo not drawn),-10%,3%,-3%
CS/C(N)=C(C#N)/C(C#N)=C(\N)SC,17%,1%,/
COc1cccc(-n2c(Cc3cc(=O)[nH]c(=O)[nH]3)nnc2SC(C)C)c1,-1%,-1%,5%
COc1ccc(-n2c(=O)c3c4c(sc3n(Cc3ccccc3C)c2=O)CCCC4)c(OC)c1,/,6%,?
Cc1cnc(CN2CCCC(C(=O)c3ccc4c5c(cccc35)CC4)C2)[nH]1 (stereo not drawn),5%,0%,?
COC(=O)c1sccc1NC(=O)Nc1ccc(OC)cc1OC,9%,4%,-9%
O=C(NCc1ccc(F)cc1)c1cc2c(s1)CCCC2,?,1%,-3%

# Shown as tab-separated lines: part of the list above
mol	N370S GC	TDP1 block	DT40 TDP1 no CPT
CC(NC(=O)C1CCC1)c1ccc(Cl)cc1 (stereo not drawn)	-10%	3%	-3%
CS/C(N)=C(C#N)/C(C#N)=C(\N)SC	17%	1%	/

# Next part.
SMILES,N370S GC,TDP1 block,DT40 TDP1 no CPT
Cn1nnnc1SCc1nc2scc(-c3ccccc3)c2c(=O)[nH]1,2%,5%,-12%
O=C(CSc1nc2c(sc3ccccc32)c(=O)n1CCCN1CCCC1)NCc1ccccc1,29%,5%,?
C[C@]1(C(=O)NCCCNc2ncc(C(F)(F)F)cc2Cl)C=C[C@@H](Cc2ccccc2)N1C(=O)c1ccccc1,16%&7%,0%&12%,26µM*
C=C1c2cccc(OC)c2O[C@H](C(=O)OCC)[C@@H]1CCCCCC,22%[89.1 µM],35µM*,?
CC(=O)Nc1nc2ccccc2n1CCN(C)C,7%,2%,-6%
O=C(Nc1ccc2c(c1)OCO2)C1CC(=O)N(c2ccc3c(c2)OCCO3)C1 (stereo not drawn),4%,0%,-3%
CCOC(=O)C1CCCN(C(=O)COc2ccccc2O)C1 (stereo not drawn),-12%,4%,-2%
O=C(CN1C(=O)CCSc2ccccc21)Nc1ccc2c(c1)OCCO2,15%,0%,-8%
CCOc1ccc(N/C(SC)=C(/C#N)C(N)=O)cc1,18%,7%,-13%
COCCNC(=S)N1CCN(Cc2cccc(OC)c2)CC1,1%,-1%,9%
Cc1ccc(S(=O)(=O)N/N=C/c2cccn2-c2ccc(Cl)cc2)cc1,25%,12%,-21%
COC(=O)c1cc(C(=O)OCC(=O)c2ccc[nH]2)cc([N+](=O)[O-])c1,/,2%,2%
O=C(O)CCC(=O)Nc1ccc(Br)cn1,-4%,4%,-8%
Cc1ccc(C(=O)N/C(=C\c2sccc2C)C(=O)NCCCN2CCOCC2)cc1,2%,/,-10%
Cc1cc(-c2nnc(SCC(=O)Nc3ccccc3C(F)(F)F)n2N)n[nH]1,2%,3%,?
COc1cc2c(cc1NC(=O)CCCCCN1C(=O)CCC1=O)oc1ccccc12,7%,7%,?
Cc1onc(C(=O)N2C(C)CCCC2C)c1[N+](=O)[O-] (stereo not drawn),-12%,-11%,?
CCOc1ccc2ccccc2c1/C=N/NC(=O)c1cc(C)[nH]n1,5%,/,9%
CC(C)c1ccc(CC(C)C2C3=C(CCCC3=O)OC3=C2C(=O)CCC3)cc1 (stereo not drawn),15%,0%,?
O=C(O)CSc1nc(-c2ccc(Cl)cc2)nc2c1oc1ccccc12,2%,-1%,?
O=C(Cn1cc(S(=O)(=O)Cc2cccc(F)c2)c2ccccc21)N1CCOCC1,-9%,0%,-20%
O=C(CN1CCOCC1)N(c1ccccc1)c1ccc2ccccc2c1,-19%,8%,?
COc1ccc(OC)c(N(CC(=O)NC2CCCC2)S(=O)(=O)c2ccc(OC)c(OC)c2)c1,-1%,2%,15µM*
O=c1[nH]nc(Cc2ncc(C(F)(F)F)cc2Cl)c2ccccc12,-4%,/,16µM*

# Rewritten with two lines to a compound: part of the list above
# Below each SMILES – N370S GC | TDP1 block | DT40 TDP1 no CPT
CC(=O)Nc1nc2ccccc2n1CCN(C)C
    7% | 2% | -6%
O=C(Nc1ccc2c(c1)OCO2)C1CC(=O)N(c2ccc3c(c2)OCCO3)C1 (stereo not drawn)
    4% | 0% | -3%
CCOC(=O)C1CCCN(C(=O)COc2ccccc2O)C1 (stereo not drawn)
    -12% | 4% | -2%
O=C(CN1C(=O)CCSc2ccccc21)Nc1ccc2c(c1)OCCO2
    15% | 0% | -8%
CCOc1ccc(N/C(SC)=C(/C#N)C(N)=O)cc1
    18% | 7% | -13%
COCCNC(=S)N1CCN(Cc2cccc(OC)c2)CC1
    1% | -1% | 9%
Cc1ccc(S(=O)(=O)N/N=C/c2cccn2-c2ccc(Cl)cc2)cc1
    25% | 12% | -21%
COC(=O)c1cc(C(=O)OCC(=O)c2ccc[nH]2)cc([N+](=O)[O-])c1
    / | 2% | 2%
O=C(O)CCC(=O)Nc1ccc(Br)cn1
    -4% | 4% | -8%
Cc1ccc(C(=O)N/C(=C\c2sccc2C)C(=O)NCCCN2CCOCC2)cc1
    2% | / | -10%
Cc1cc(-c2nnc(SCC(=O)Nc3ccccc3C(F)(F)F)n2N)n[nH]1
    2% | 3% | ?
COc1cc2c(cc1NC(=O)CCCCCN1C(=O)CCC1=O)oc1ccccc12
    7% | 7% | ?
Cc1onc(C(=O)N2C(C)CCCC2C)c1[N+](=O)[O-] (stereo not drawn)
    -12% | -11% | ?
CCOc1ccc2ccccc2c1/C=N/NC(=O)c1cc(C)[nH]n1
    5% | / | 9%
CC(C)c1ccc(CC(C)C2C3=C(CCCC3=O)OC3=C2C(=O)CCC3)cc1 (stereo not drawn)
    15% | 0% | ?
O=C(O)CSc1nc(-c2ccc(Cl)cc2)nc2c1oc1ccccc12
    2% | -1% | ?
O=C(Cn1cc(S(=O)(=O)Cc2cccc(F)c2)c2ccccc21)N1CCOCC1
    -9% | 0% | -20%
O=C(CN1CCOCC1)N(c1ccccc1)c1ccc2ccccc2c1
    -19% | 8% | ?
COc1ccc(OC)c(N(CC(=O)NC2CCCC2)S(=O)(=O)c2ccc(OC)c(OC)c2)c1
    -1% | 2% | 15µM*
O=c1[nH]nc(Cc2ncc(C(F)(F)F)cc2Cl)c2ccccc12
    -4% | / | 16µM*

# New compounds follow
SMILES,N370S GC,TDP1 block,DT40 TDP1 no CPT
Cc1cc(/C=N/n2cnnc2)c(C)n1-c1ccc(C(=O)O)cc1,23%,-8%,7%
COc1ccc(C(=O)NC(=S)N(Cc2ccccc2)Cc2ccccc2)cc1,13%,10%,9.2µM*
O=C(Cc1ccc(-n2cnnn2)cc1)NC12CC3CC(CC(C3)C1)C2,21%,-2%,-17%
O=C(Nc1cccc(O)c1)c1cc2nc(-c3ccc(Br)cc3)cc(C(F)(F)F)n2n1,/,-1%,-13%
Cc1ccc(S(=O)(=O)N2CCc3nc(-c4ccccc4)c4c(c3C2)CO[C@@H](C)C4)cc1,-15%[12.8 µM],12%[12.3 µM],/
Cc1ccc(S(=O)(=O)Oc2ccc(/C=C(/NC(=O)c3ccccc3)C(=O)NC(C)C(=O)O)cc2)cc1 (stereo not drawn),25%,/,0%
C=CC(C1=CC(=O)C(OC)=CC1=O)c1ccc(OC)cc1 (stereo not drawn),4%,18%,2.9µM*
O=C(Cn1c(C(F)(F)F)nc2ccccc21)N=Nc1c(O)[nH]c2ccc(Br)cc12,-8%,7%,18µM*
Fc1cccc(Cl)c1Cn1c(-c2cccs2)nc2ccccc21,/,3%,?
C=CCNC(=S)Nc1cc(Cl)ccc1OC,5%,1%,-19%
CCC(C)n1c(SCC(=O)Nc2ccc3[nH]c(=O)[nH]c3c2)nc2ccccc2c1=O (stereo not drawn),3%,/,-24%
Cn1nnc2sc3c(c2c1=O)CCCC3,1%,-6%,6%
CC(=O)c1c(C)[nH]c(C(=O)CSc2nnc(-c3ccc(Cl)cc3)n2CC2CCCO2)c1C (stereo not drawn),23%[12.8 µM],5%,?
CC1=CC2=NC(=O)CC(C)(C(=O)N(CC(=O)NC(C)(C)C)C3CCCC3)N2C=C1 (stereo not drawn),-19%,2%,-6%
CCOCCCNC(=O)C(NC(=O)c1ccc2c(c1)OCO2)c1ccccc1 (stereo not drawn),13%,5%,-3%
Nc1nonc1C(=O)NCCNC(=O)c1ccc(Cl)cc1,-1%,1%,-14%
O=P(c1ccccc1)(c1ccccc1)c1cc(S(=O)(=O)O)ccc1O,2%,/,20%

# Only part of the results is shown; count on the stated rates, not on these rows.
